LEDGF integ inh: blocks HIV-1 LEDGF/p75-dependent DNA integration | TR-FRET IN-LEDGF/p75 DNA integration, Eu/Cy5 | inhibition, % at 3.7 µM | 0.64% of 370,000 active;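 active = inhibition above the screen-wide mean plus 3 SD, cut at about 13% in these data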;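 note: signal is the Cy5 over europium emission ratio at 671 and 618 nm; 0% = plate median of compound wells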
TDP2 absorb: blocks human TDP2 phosphodiesterase activity. 0.34% of 370,000 active. O95551. inhibition, % at 12.8 µM. recombinant TDP2, T5PNP hydrolysis, p-nitrophenol absorbance 415 nm. AID 720702;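 active = inhibition above the mean of all tested compounds plus 3 SD, set per campaign, cut at about 25% in these data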;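 note: 0% = DMSO with enzyme and 100% = buffer with substrate but no TDP2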
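Assay system: recombinant human TDP2 / Reagent: T5PNP substrate at 5 mM, a TopII-DNA adduct mimic / Measured by: epi absorbance from released p-nitrophenol / Evaluation: % inhibition relative to enzyme-containing and enzyme-free wells / Control set: enzyme-free and DMSO wells / Replicates: each compound tested once, singlicate / Schedule: enzyme reaction with compound for 2 h at 37 °C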
proKLK7 act: activates the human kallikrein-7 zymogen; 0.9% of 370,000 active; P49862; AID 652039; activation, % at 7 µM; purified proKLK7, EDANS-DABCYL substrate fluorescence; 100% is mature enzyme control, 0% vehicle;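 active = activation above the mean of all tested compounds plus 3 SD, computed per campaign excluding outliers beyond control limits, cut at about 13% in these data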
DDE Tn6 FP inh: disrupts Tn6 cyclic peptide binding to fibrin D-Dimer-E complex; 0.21% of 370,000 active; P02675; inhibition, % at 8.3 µM; Fibrin DD(E) TRITC-Tn6 fluorescence polarization displacement;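 active = inhibition above a per-campaign cutoff: mean of compounds within control limits plus 3 SD, cut at about 15% in these data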;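 note: 0% = median of all compound wells on the plate and 100% = blocking peptide control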
ADAM17 inh: ADAM17 inhibition, QFRET primary screen; P78536; recombinant ADAM17, EDANS/DABCYL FRET peptide cleavage; inhibition, % at 6.95 µM; 0.83% of 370,000 active; AID 720648;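 active = inhibition above the mean of compounds lying between control limits plus 3 SD, set per campaign, cut at about 8.5% in these data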;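 note: 0% = DMSO-only wells as the low control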
DDE Tn7 FP inh: inhibitors of Tn7 peptide binding to human fibrin DD(E) | FP displacement of FITC-Tn7 peptide from fibrin DD(E); 0% = median of compound wells per plate | 0.13% of 370,000 active | AID 720508 | inhibition, % at 8.3 µM;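 active = inhibition above the mean of compounds falling within the control limits plus 3 SD of them, cut at about 14% in these data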;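 note: 0% = plate median of compound wells and 100% = 10 µM Aha-Tn7 peptide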
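assay system = human clot-derived fibrin DD(E) complex | quantity = Fibrin-DD(E) at 2 µM final | timing = 10 min preincubation, 3 h with tracer, room temperature | signal = fluorescence polarization | measure = percent inhibition | benchmarks = high control wells with 10 µM unlabelled Aha-Tn7 peptide (full inhibition) | replicates = singlicate testing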
ASAP1 GAP inh: inhibitors of human ASAP1 ArfGAP activity; ASAP1-stimulated ARF1 GTP hydrolysis, GDP FP detection; Q9ULH1; inhibition, % at 16.5 µM; 0.19% of 360,000 active; in the data active = inhibition above about 25%;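 note: 0% = vehicle with enzyme and substrate and 100% = no enzyme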
ARFGAP1 inh: inhibitors of rat ARFGAP1; Arfgap1-stimulated ARF1 GTP hydrolysis, GDP FP detection; inhibition, % at 16.5 µM; 0.26% of 360,000 active;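 active = inhibition above a per-plate limit, mean inhibition of low control wells plus 3 SD, cut at about 25% in these data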;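 note: 0% = DMSO wells with enzyme and 100% = wells lacking Arfgap1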
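System: truncated rat Arfgap1 GAP domain / Benchmarks: high control wells lacking Arfgap1, low control full reaction with DMSO / Times: compound-enzyme preincubation 20 min, reaction 120 min, detection 60 min, 25 °C / Repeats: one replicate per compound / Also added: human ARF1(Δ1-17)-GTP substrate / Measured by: Tracer-displacement fluorescence polarization with EDTA stop, 620/688 nm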
PLCg1 inh: PLC-gamma1 (human) inhibition, primary screen | P19174 | 0.84% of 370,000 active | inhibition, % at 12.2 µM | purified PLC-gamma1, fluorogenic substrate, fluorescence; in the data active = inhibition above about 9.5%
ADAM10 inh: inhibits human ADAM10; O14672; recombinant ADAM10, EDANS/DABCYL FRET peptide cleavage, 3 h; inhibition, % at 7 µM; 0.62% of 370,000 active; AID 720582;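 active = inhibition above a per-campaign cutoff equal to the mean of compounds falling between control-based bounds plus 3 SD, cut at about 20% in these data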;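 note: 0% = DMSO wells while the 100% control is not disclosed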
* hit, by the source's call; / = no result given.

SMILES	LEDGF integ inh	TDP2 absorb	proKLK7 act	DDE Tn6 FP inh	ADAM17 inh	DDE Tn7 FP inh	ASAP1 GAP inh	ARFGAP1 inh	PLCg1 inh	ADAM10 inh
CC(O)CNc1ncnc2cc(-c3ccc(F)cc3)sc12 (stereo not drawn)	-0.7	5.4	1.8	4.0	-72.7	-3.6	4.6	-6.1	-69.5	-183.6
O=C(NCCc1c[nH]c2ccccc12)C(=O)NCC(c1cccnc1)N1CCN(c2ccccc2)CC1 (stereo not drawn)	-2.4	11.3	1.6	-4.3	4.4	0.0	0.4	9.6	4.4	-2.7
O=C(CNC(=O)c1cc(Cl)cc([N+](=O)[O-])c1)OCC(=O)N1CCCCC1	1.8	-2.8	0.8	5.9	0.0	-0.4	-4.2	-4.8	-22.7	-8.0
Cc1cccc(NC(=O)NC2(C)CCS(=O)(=O)C2)c1 (stereo not drawn)	0.9	-15.4	0.0	5.8	2.0	-2.7	5.2	-12.5	4.5	5.6
O=C(Cn1cnc2ccccc21)Nc1ccc(C(=O)O)cc1	-4.1	8.4	0.1	-0.7	-1.8	1.5	-5.0	1.2	-2.8	5.3
COc1cc(C(=O)NC(=S)N(CCC#N)Cc2cccnc2)cc(OC)c1OC	0.2	-22.3	-0.3	-1.3	-2.9	3.4	12.8	4.0	2.0	-0.6
O=C(NCCCc1nc2ccccc2[nH]1)c1cccs1	0.5	12.2	0.4	-2.5	-0.1	-6.8	-7.1	7.6	2.2	1.9
O=C(NCCCN1CCOCC1)C(=O)N/N=C/c1ccc2c(c1)OCO2	1.4	1.9	0.0	10.4	1.4	-4.6	-2.3	-12.1	-18.9	-2.5
N#CCC1(O)C(=O)Nc2ccccc21 (stereo not drawn)	-4.1	6.2	0.4	2.9	-0.7	-1.1	-8.2	-5.6	0.5	-15.0
COc1cc(F)ccc1-c1cc(C(=O)Nc2cc(OC)c(OC)c(OC)c2)[nH]n1	0.3	-7.8	0.1	-11.5	4.1	-3.8	16.1	16.5	4.8	4.8
O=c1[nH]cc(S(=O)(=O)N2CCN(c3cccc(C(F)(F)F)c3)CC2)c(=O)[nH]1	6.0	-7.8	0.4	-5.1	-6.3	-8.0	-7.4	4.2	1.7	-6.4
O=C(CNS(=O)(=O)c1ccccc1F)OCC(=O)c1c[nH]c2ccccc12	1.2	-9.7	0.3	-2.9	4.8	1.4	-10.8	-1.6	1.9	7.9
COc1ccc(N2CCN(C(=O)COC(=O)Cc3ccc(F)cc3)CC2)cc1	-2.8	0.7	-0.1	6.8	-3.4	3.5	-0.2	3.0	2.6	-6.2
COc1ccc(CCC(=O)c2ccc(OC)cc2)cc1	3.3	0.2	0.9	5.2	-0.3	0.7	-0.3	-3.1	2.5	6.7
COCC(=O)N1CCC(Oc2ccc(C(=O)NCc3cc(C(C)C)no3)cc2)CC1	5.5	-12.4	0.9	-1.1	-2.2	1.4	7.1	2.3	1.0	-4.7
COc1ccc(-c2cnc(C(O)c3ccc(-c4ccccc4)cc3)[nH]2)cc1 (stereo not drawn)	-0.8	-0.9	-0.1	8.8	1.2	6.5	10.9	2.5	-8.2	5.8
CCOC(=O)c1ccc2nc(C(F)(F)F)[nH]c(=O)c2c1	3.5	-3.7	-0.1	1.8	-12.9	-5.0	10.3	6.1	4.9	-44.4
O=C(NCc1csc(-c2cccs2)n1)Nc1ccc(F)cc1F	0.5	20.4	-0.1	3.8	-7.2	11.1	-11.7	-5.0	-0.4	-22.3
COc1ccc([C@@H]2CC=C(C(=O)O)[C@H](c3ccccc3F)N2S(=O)(=O)c2ccc(C)cc2)cc1OC	-3.0	13.4	-0.1	-9.3	-4.3	0.2	-1.5	-0.6	-0.5	-8.1
CN1CCN(S(=O)(=O)c2ccc(F)cc2)CC1	4.8	-7.3	-0.3	7.0	3.5	0.1	-11.2	-9.2	4.9	6.9
O=C(c1cccnc1)N1C2C=CC(C2)C1(C(F)(F)F)C(F)(F)F (stereo not drawn)	0.8	3.4	0.2	-7.5	-0.9	-9.9	2.2	5.4	1.9	0.6
COc1ccccc1CNC(=O)c1cc(C(C)=O)c[nH]1	0.6	1.2	0.0	-11.4	-4.2	9.1	-10.3	14.7	-1.6	-2.0
C=CCOc1cccc(C(=O)NC(c2ccccc2)C(C)C)c1 (stereo not drawn)	4.1	-4.4	0.1	0.6	-1.3	-0.5	9.7	13.0	-1.7	3.3
Cc1cc(SCC(=O)c2ccc(O)c(O)c2)nc2ccccc12	-1.9	-3.5	0.1	-3.0	5.1	-8.7	3.0	9.6	-1.2	15.8
Nc1n[nH]c(-c2ccc(Br)cc2)c1Cl	2.6	-6.9	-0.2	-11.1	4.9	-8.8	8.0	6.5	0.0	-15.0
Cc1c(CCC(=O)NCCCC(=O)O)c(=O)oc2cc3oc4c(c3cc12)CCCC4	4.2	12.8	-0.1	-3.2	-31.9	12.1	-0.8	-4.4	-105.9	-65.8
Nc1nc2c(F)cccc2s1	-4.9	1.6	0.0	-4.8	-0.5	-6.4	0.8	-2.9	0.9	-0.3
CCOc1ccccc1C(=O)OCC(=O)Nc1cccc(S(=O)(=O)NC2=NCCCCC2)c1	-0.9	-2.8	0.2	2.6	-4.9	-2.9	-3.5	-3.8	-1.0	-6.3
O=C(CN1C(=O)C(=O)N(Cc2ccccc2)C1=O)Nc1ccc(OC(F)F)cc1	-1.1	3.6	0.1	3.2	-6.8	9.1	-4.1	-1.7	-0.3	-6.7
CCn1c(C)nnc1SCC(=O)Nc1cccc(Cl)c1	1.7	-2.4	0.5	-0.2	1.3	-14.4	-10.6	0.4	0.0	3.3
CCOC(=O)c1ccccc1N1C(=O)C2Sc3[nH]c(=O)sc3C(/C=C/c3ccccc3)C2C1=O (stereo not drawn)	2.4	0.2	0.3	1.4	3.3	-1.5	-17.6	-3.4	-24.3	2.9
CN(C)Cc1c(C(C)(C)O)[nH]c2ccccc12	0.7	8.5	0.3	-2.5	-6.3	-0.5	-4.2	-1.5	-2.0	-15.6
O=C(CC(c1ccccc1)c1ccccc1O)N1CCCCC1 (stereo not drawn)	-3.3	-6.3	0.6	5.5	-3.5	4.9	5.5	9.0	-1.9	0.9
O=C(CN1C(=O)C2(OCCCO2)c2ccccc21)NCc1ccc(F)cc1	-0.6	1.5	0.5	1.2	-1.4	1.4	/	/	4.7	2.3
CC1CCCN(C(=O)c2ccc(CNc3c(N4CCCCC4)c(=O)c3=O)cc2)C1 (stereo not drawn)	-0.5	7.6	0.3	-2.2	0.3	-1.8	2.7	6.0	0.6	-6.6
CC(=O)OC1CC2C(C)(C)C(=O)C=CC2(C)C2CCC3(C)C(c4ccoc4)OC(=O)C4OC43C12C (stereo not drawn)	0.2	1.2	0.6	-2.5	0.2	-3.9	-4.9	-0.8	4.8	2.7
COc1ccc(/C(C)=C(\C#N)C(=O)OC(C)C)cc1OC	-2.1	2.0	0.2	2.5	-3.9	-2.9	-0.6	-6.0	0.0	-3.2
O=C(c1nc2ccccn2c1CN1CCCC(O)C1)N1CCN(C2CCCCC2)CC1 (stereo not drawn)	1.4	15.3	0.6	-2.5	-6.0	-6.0	12.1	-12.9	-11.6	-30.3
CCOC(=O)/C=C1\Nc2ccccc2OC1=O	0.6	2.7	0.8	5.0	-4.4	4.3	-2.7	19.8	-9.2	-23.8
CCN(Cc1cn(Cc2ccc(C)cc2)nn1)S(=O)(=O)c1ccccc1Br	0.5	4.7	-0.3	0.1	2.4	-1.6	/	/	0.0	5.2
CN(CC(=O)NC(=O)NCc1ccccc1)Cc1ccc(Cl)c(Cl)c1	1.0	-5.4	0.6	2.8	1.9	-1.0	4.7	-0.5	1.0	5.3
Cc1ccc(CN(C)C[C@@H]2OCc3cnnn3CCCC(=O)N([C@H](C)CO)C[C@H]2C)cc1	-1.1	8.2	-0.6	10.8	-2.9	4.0	8.0	-5.6	-2.0	2.6
N#Cc1cc([N+](=O)[O-])ccc1NC(=O)COC(=O)C1CCC(=O)N1 (stereo not drawn)	-4.3	-6.7	-0.1	1.3	6.9	-2.9	4.2	1.6	1.5	-6.6
[O-][n+]1cc(Cl)cc(Cl)c1	-3.9	10.6	0.2	-3.0	-1.1	7.5	2.1	0.3	-2.2	-1.6
CCOc1ccc(C(=O)/C=C/Nc2ccc(S(=O)(=O)N=C(N)N)cc2)cc1	1.3	-2.3	-2.9	0.1	-3.6	-5.4	3.8	0.3	-46.3	-11.0
Cc1cc(F)ccc1NS(=O)(=O)c1c(C(=O)N2CCOCC2)c(C)n(C)c1C	-0.5	-6.5	-0.2	-3.8	-2.8	-1.9	3.9	-2.9	4.7	-6.0
CN1CCN(S(=O)(=O)c2cccc(C(=O)Nc3ccc(Br)cc3Br)c2)CC1	1.4	9.8	0.3	-3.6	-3.9	-1.8	14.2	2.0	-1.1	3.9
CNC(=O)NC(=O)COC(=O)CCCOc1ccc(OC)cc1	4.7	-10.3	-0.1	-10.8	2.9	-6.5	-14.6	10.8	3.3	4.9
CCOc1ccc(S(=O)(=O)N2CCN(C(=S)NCc3ccco3)CC2)cc1	-0.3	1.4	-0.1	0.2	4.2	-1.3	-1.4	4.8	-0.1	3.2
CC(C)(C)c1cc(NC(=O)COC(=O)c2ccccc2O)n(-c2ccccc2)n1	-3.0	6.5	1.9	-3.7	1.1	3.4	0.6	6.1	-1.5	-9.8
CCOc1ccc(S(=O)(=O)N(CC(=O)NCc2cccnc2)c2ccc(F)cc2)cc1	-4.5	-7.6	0.8	18.1*	2.5	2.9	6.5	-3.9	0.0	3.8
CCCCCn1c(SCCc2ccccc2)nc2c1c(=O)[nH]c(=O)n2C	0.9	2.0	0.1	2.1	0.9	-6.7	2.8	-1.7	3.9	1.3
O=C(N/N=C1\CCSc2ccc(F)cc21)c1cccnc1	-1.4	-0.6	-5.4	1.5	-3.0	2.4	-4.1	24.1	-6.4	-9.4
CC(=O)N1CCCc2cc(S(=O)(=O)N3CCCC(C(=O)NCc4ccccc4Cl)C3)ccc21 (stereo not drawn)	0.3	13.1	0.4	-0.7	-2.1	-9.9	-6.1	1.9	-0.4	0.4
